ABCB1 block: inhibitors of human ABCB1 transporter, ABCG2 counter-screen. AID 1326. P08183. 190,000 compounds, 0.067% hits. CCRF-Adr cells, JC-1 efflux, flow cytometry. inhibition, % at 6.6 µM; in the data active = inhibition above about 40%;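 also: 0% = vehicle and 100% = reference inhibitor; higher value means more JC-1 retained so stronger ABCB1 efflux block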
Rac1 act GTP bind: modulators of GTP binding to human Rac1 activated mutant. GST-Rac1 activated beads, fluorescent GTP binding, flow cytometry; actives lie on both sides; 100% means binding = to untreated wells. AID 764. P63000. 190,000 compounds, 0.11% hits. percent activity (GTP binding), % at 10 µM;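 active = GTP binding at least 20 percentage points away from the 100% baseline, in either direction, so actives lie on both sides; inconclusive = Compound likely fluorescent itself, or too few beads counted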
ABCG2 block: blocks JC-1 efflux by human ABCG2 transporter | Q9UNQ0 | IgMXP3 cells, flow cytometry | inhibition, % at 6.6 µM | 190,000 compounds, 0.1% hits | AID 1325;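 active = inhibition above 80%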;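 also: 0% = DMSO and 100% = nicardipine control wells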
Target sequence (Q9UNQ0 whole entry, looked up): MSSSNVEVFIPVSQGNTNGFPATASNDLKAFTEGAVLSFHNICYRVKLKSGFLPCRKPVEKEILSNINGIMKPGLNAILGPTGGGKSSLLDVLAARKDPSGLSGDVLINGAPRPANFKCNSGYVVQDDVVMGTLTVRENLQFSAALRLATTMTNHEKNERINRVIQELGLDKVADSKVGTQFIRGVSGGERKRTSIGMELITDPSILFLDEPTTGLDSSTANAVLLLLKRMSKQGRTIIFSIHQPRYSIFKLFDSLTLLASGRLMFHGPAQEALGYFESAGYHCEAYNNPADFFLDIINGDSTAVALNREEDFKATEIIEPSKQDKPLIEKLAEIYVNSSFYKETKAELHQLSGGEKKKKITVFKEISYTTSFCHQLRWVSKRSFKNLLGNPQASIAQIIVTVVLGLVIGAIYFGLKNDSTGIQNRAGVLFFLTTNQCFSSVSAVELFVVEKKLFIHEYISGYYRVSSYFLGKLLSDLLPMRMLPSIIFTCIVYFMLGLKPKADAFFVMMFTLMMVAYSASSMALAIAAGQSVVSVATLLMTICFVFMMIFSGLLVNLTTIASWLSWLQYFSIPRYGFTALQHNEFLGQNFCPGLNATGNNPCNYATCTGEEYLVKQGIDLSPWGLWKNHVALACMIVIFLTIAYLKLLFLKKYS
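Times: 10 min at 25 °C | Test system: Two drug-resistant human cell lines, ABCG2 and ABCB1 | Quantity: 3 million cells/mL final, two lines in 1:1 ratio | Signal: Flow cytometry, 530 nm JC-1 signal | Dosing: Compound at 6.6 µM | Controls: Nicardipine and DMSO wells | Reagent: JC-1 as fluorescent efflux pump substrate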
Rab2A wt mod: changes GTP binding to wildtype dog Rab2A, up or down | 190,000 compounds, 0.19% hits | GST-Rab2 wt beads, Bodipy-GTP binding, flow cytometry | P61105 | GTP binding activity, % at 10 µM | AID 760;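 active = GTP binding activity at least 20 points away from 100%, either lowered or raised; inconclusive = signal likely due to the compound's own green fluorescence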;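 also: 0% = beads with excess unlabeled GTP and 100% = no-compound control corrected for plate trend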
Rac1 wt modul: modulators of human Rac1 wildtype GTP binding | AID 757 | P63000 | GTP binding activity (% of control), % at 10 µM | 190,000 compounds, 0.27% hits | GST-Rac1 beads, fluorescent GTP binding, flow cytometry; actives lie on both sides; 0 = cold GTP competed, 100 = untreated;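 active = GTP binding activity at least 20 points away from the 100% control level, either lower or higher; inconclusive = compound flagged as likely green fluorescent, judged across all proteins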
HRas wt GTP bind: changes GTP binding to wildtype human HRas. P01112. GST-Ras wt beads, Bodipy-FL-GTP binding, flow cytometry; actives lie on both sides. GTP binding activity, % at 10 µM. 190,000 compounds, 0.14% hits. AID 759;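 active = GTP binding activity at least 20% away from the 100% baseline, either lowered as inhibitor or raised as activator; inconclusive = flagged as likely green fluorescent, judged across all proteins in the well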;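 also: 0% = unlabeled GTP competition control and 100% = no-compound control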
Target sequence (P01112 whole entry, looked up): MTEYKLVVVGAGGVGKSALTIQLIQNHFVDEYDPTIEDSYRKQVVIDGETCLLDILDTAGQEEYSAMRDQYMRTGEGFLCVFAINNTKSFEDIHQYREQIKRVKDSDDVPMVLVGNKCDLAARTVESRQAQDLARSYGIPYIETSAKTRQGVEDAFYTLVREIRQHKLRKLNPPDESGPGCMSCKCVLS
Avidin bead fluor: avidin bead compound fluorescence profile. Avidin beads, compound fluorescence 488/530 nm, flow cytometry; stronger effect = higher value. fluorescence (KMESF) at 10 µM. 220,000 compounds, 0.38% hits. AID 1775; in the data active = fluorescence above about 47; also: inactives centre near 10
Rab7 wt GTP bind: alters GTP binding to wildtype dog Rab7 | GST-Rab7 beads, fluorescent GTP binding, flow cytometry; actives lie on both sides; untreated = 100%, excess cold GTP = 0% | GTP binding activity (percent of control), % at 10 µM | 190,000 compounds, 0.055% hits;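 active = fluorescent GTP binding to Rab7 beads changed by at least 20 points from the 100% baseline, either direction, mostly lower; inconclusive = compound itself probably fluorescent, or too few beads counted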;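 also: median green fluorescence of bound Bodipy-FL-GTP per Rab7 bead population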
Cdc42 wt: changes GTP binding to wildtype human Cdc42 | GST-Cdc42 beads, Bodipy-GTP binding, flow cytometry; actives lie on both sides | percent activity (GTP binding), % at 10 µM | 190,000 compounds, 0.2% hits;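 active = percent activity GTP binding at least 20 points away from the 100% baseline, either down as inhibitor or up as activator; inconclusive = compound flagged as likely green fluorescent from well-wide comparison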;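 also: median bead fluorescence of bound Bodipy-FL-GTP at 100 nM; 0% = excess unlabeled GTP control and 100% = no compound control; below 100% means less GTP binding so inhibitor and above means activator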
Target sequence (P60953 whole entry, looked up): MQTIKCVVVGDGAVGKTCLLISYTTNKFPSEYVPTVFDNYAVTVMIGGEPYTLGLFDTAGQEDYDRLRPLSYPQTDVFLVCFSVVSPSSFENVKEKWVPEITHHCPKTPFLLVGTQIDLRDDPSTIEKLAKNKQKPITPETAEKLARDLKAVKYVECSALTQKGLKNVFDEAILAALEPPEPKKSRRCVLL
Pf gamet viab: inhibitors of late stage P. falciparum gametocyte viability. 150,000 compounds, 0.065% hits. inhibition, % at 10.9 µM. P. falciparum stage V gametocytes, ATP luminescence, 24 h;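 active = inhibition above the mean plus 3 SD of compounds within the control limits, set per campaign, cut at about 38% in these data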;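 also: 0% = DMSO wells and 100% = medium only without gametocytes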
GSH fluor: compound fluoresces at 488/530 nm on GSH beads; GSH beads flow cytometry, compound fluorescence 488/530 nm; stronger effect = higher value; fluorescence (KMESF) at 10 µM; 190,000 compounds, 0.25% hits; AID 1776; in the data active = fluorescence above about 89;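 also: glutathione beads carrying GST-tagged Bcl family fusion proteins plus one bare bead set; values are compound well signal with DMSO vehicle wells as background; inactives centre near 16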
* hit, by the source's call; ? = inconclusive; . = not tested or not shown. No enrichment for hits. Share with any hit: about 1.1%.

Each structure is followed by: ABCB1 block	Cdc42 wt	Rab7 wt GTP bind	ABCG2 block	HRas wt GTP bind	Avidin bead fluor	Rac1 act GTP bind	Rac1 wt modul	Rab2A wt mod	GSH fluor	Pf gamet viab
- Cc1ccc(NC(=O)c2ccc3c(c2)C(=O)N(Cc2cccnc2)C3=O)c(C)c1
  0.7	100	108	6	99	5	98	98	100	22	24
- O=C(NCc1ccco1)c1csc(Nc2ccccc2Cl)n1
  0.6	94	101	3	96	12	96	97	94	17	2
- CC1Cc2ccccc2N1C(=O)CSc1nncn1C (stereo not given)
  0.1	94	93	0	96	9	92	100	95	17	10
- COc1cc(/C=C/C(=O)N2c3ccccc3Sc3ccc(C(F)(F)F)cc32)cc(OC)c1OC
  1.5	100	97	2	99	5	98	99	95	16	-8
- Cc1ccc(C)c(NC(=O)C(Sc2nncn2C)c2ccccc2)c1 (stereo not given)
  -0.1	101	100	7	102	10	99	102	102	31	4
- Cc1ccc(N)c(C(=O)CCCCC(=O)O)c1
  0.0	96	93	0	99	6	95	103	97	16	-7
- CCOC(=O)c1[nH]c2ccccc2c1NC(=O)c1ccc(Br)o1
  0.1	97	102	2	98	8	98	100	99	16	-9
- O=C(c1ccc(-c2nnc(Nc3ccccc3)c3ccccc23)cc1)N1C[C@H]2C[C@H](C1)c1cccc(=O)n1C2
  0.3	103	99	2	102	13	97	104	98	23	.
- COc1ccc(OC)c(-n2nnnc2SCC(=O)O)c1
  0.0	108	102	1	108	13	102	106	104	14	.
- CCOc1ccc(NS(=O)(=O)c2ccc3[nH]cc(C(=O)N(CC)CC)c(=O)c3c2)cc1
  0.0	104	108	0	108	17	101	106	108	23	-16
- Cc1ccc(OCC(=O)N2CCN(c3nnc(-c4ccccc4)c4ccccc34)CC2)cc1
  1.5	100	99	4	98	12	99	101	95	15	7
- CN(C)/C=C(\C#N)c1nc2ccccc2[nH]1
  0.1	99	97	1	96	4	94	94	96	31	.
- CCn1c(SCc2ccccc2)nnc1-c1cccs1
  0.6	105	103	35	103	26	100	105	103	30	.
- COc1ccc(CCNC(=O)C2CCN(S(=O)(=O)c3cccs3)CC2)cc1OC
  0.9	97	104	5	101	6	96	102	101	11	8
- O=C1CC(C(=O)N2CCOCC2)C2(CCCCC2)O1 (stereo not given)
  0.1	99	100	0	101	8	100	101	102	12	13
- O=C(Nc1ccc(F)cc1)c1ccc(COc2ccccc2)cc1
  -0.6	100	101	2	103	15	103	107	102	12	-15
- COC(=O)c1c(=O)n(O)c2ccc(OC)cc2[n+]1[O-]
  0.8	95	98	7	98	11	95	97	95	30	.
- CCn1c(CSc2nc3ccccc3[nH]2)n[nH]c1=S
  1.1	107	102	9	103	11	103	106	101	22	.
- Cn1c(CSCc2ccc(Cl)c(Cl)c2)nnc1SCC(=O)Nc1nccs1
  1.4	99	104	5	100	8	98	99	99	21	.
- COC(=O)C1=C(C)NC2=C(C(=O)CCC2)C1c1cn(Cc2ccc(Cl)cc2Cl)nc1-c1ccccc1 (stereo not given)
  3.9	97	95	1	95	40	96	92	94	15	.
- COC(=O)C1CCN(C(=O)Cc2ccc(OC)c(OC)c2)CC1
  2.0	105	98	15	101	35	99	109	102	21	.
- C=CCOc1ccccc1/C=c1\sc2nc(=O)c(C)nn2c1=O
  0.7	97	98	-9	97	9	95	98	96	19	.
- Cc1nc2ccccc2c2oc(C(=O)NCC3COc4ccccc4O3)cc12 (stereo not given)
  -1.4	97	97	3	96	9	97	96	96	18	.
- CCC(C)NCCOc1cc(C)cc(C)c1C (stereo not given)
  0.4	96	103	2	97	10	94	102	97	16	16
- CCCS(=O)(=O)N1CCCC(C(=O)NCC(OC)OC)C1 (stereo not given)
  0.5	89	97	1	93	5	93	94	91	14	.
- CN(C)/C=C(\C#N)C(=O)N/N=C/c1ccc(Cl)cc1
  0.1	99	105	4	97	28	96	97	98	11	1
- Cc1nnc(SCC(=O)N2CCN(S(=O)(=O)c3ccccc3)CC2)[nH]c1=O
  0.3	106	100	1	106	11	100	102	105	25	.
- Cc1ccc(-c2nc(CSCC(=O)NCCCN3CCOCC3)c(C)o2)cc1
  0.2	105	100	1	101	14	98	100	100	4	-18
- CC(=O)Oc1c(C(=O)c2nnc(C)o2)c(=O)n(Cc2ccccc2)c2ccccc12
  0.1	97	97	-1	99	12	101	99	101	9	-10
- CCOc1cc(CN2CCSCC2)ccc1O
  0.4	99	97	3	99	18	98	95	96	48	-3
- CCOC(=O)c1c(NC(=O)CCN2CCOCC2)sc(C)c1-c1ccccc1
  3.7	96	96	11	95	6	92	96	95	20	-30
- O=C(C=C1CCN(c2ncc(C(F)(F)F)cc2Cl)CC1)NNC(=O)Nc1ccc(Cl)cc1
  0.1	99	99	3	99	26	95	100	96	24	-24
- COCCn1c(=O)[nH]c2cc(C(=O)NCCc3ccc(S(N)(=O)=O)cc3)ccc2c1=O
  0.2	99	94	1	98	9	95	95	99	11	11
- COc1ccc(S(=O)(=O)N2CCCCC2)cc1Br
  0.2	98	98	1	100	9	96	98	98	11	.
- CC(Sc1nc2ccccc2s1)C(=O)Nc1ccc2c(c1)OCO2 (stereo not given)
  0.1	98	100	10	100	8	96	99	97	11	.
- CCCNC(=O)c1nc(C)n(-c2ccc([N+](=O)[O-])cc2)n1
  0.6	98	93	7	97	14	97	101	98	12	6
- O=C(CN(Cc1ccccc1F)S(=O)(=O)c1ccc(Cl)cc1)NCCC1=CCCCC1
  2.5	102	99	4	102	12	98	100	101	23	-36
- CCCCCc1nnc(NC(=O)CS(=O)(=O)Cc2ccccc2)s1
  -0.2	97	99	4	99	37	95	101	96	27	.
- O=C(NCCCN1CCOCC1)c1ccc(-c2ccc(Cl)cc2)o1
  0.4	96	101	2	95	9	96	92	97	25	19
- O=C(NCc1ccco1)C(Cc1ccccc1)N1C(=O)c2ccccc2C1=O (stereo not given)
  2.2	100	99	10	101	34	100	102	101	26	-26
- c1ccc(-c2nnc3sc(CN4CCC5(CC4)OCCO5)cn23)cc1
  0.2	102	101	1	101	4	99	104	101	35	.
- Cc1ccc(Cn2nc(-c3ccccc3)nc2-c2ccccc2)cc1
  1.7	101	100	16	100	12	99	104	96	36	17
- CCn1c(OC)nc2c1c(=O)n(C)c(=O)n2C
  -0.2	?	?	-1	?	9	?	?	?	13	.
- CCN(CC)C(=O)c1ccc(COc2ccccc2Cl)cc1
  0.6	99	94	5	98	12	96	99	96	27	.
- COc1ccc(C(=O)C2CCCN(C(=O)c3noc4c3CCCC4)C2)cc1F (stereo not given)
  0.5	90	96	6	93	8	92	91	94	9	-22
- Clc1ccccc1-c1nnc(-c2ccccc2Cl)o1
  0.6	96	94	6	97	25	94	100	96	19	.
- Fc1ccc(-c2nnc3sc(C4COc5ccccc5O4)nn23)cc1 (stereo not given)
  0.2	98	98	2	99	17	100	99	99	8	22
- O=C(Cc1cccc2ccccc12)N/N=C/C=C/c1cccc([N+](=O)[O-])c1
  -1.3	98	99	-10	96	22	95	98	94	11	7
- Cc1[nH]c2ccccc2c1CCN(Cc1cccnc1)C(=S)Nc1cccc(F)c1
  0.6	95	103	1	98	25	98	98	98	10	-9
- Cc1cn(S(=O)(=O)c2ccc(Cl)cc2)c(C)n1
  0.9	99	102	1	98	7	97	99	96	24	21
- O=C(Nc1ccc(C(=O)O)cc1)/C(=C\c1ccc2c(c1)OCO2)NC(=O)c1ccc(Br)o1
  0.0	98	100	-2	96	11	97	102	97	10	-5
- CCc1nnc(NS(=O)(=O)c2ccc(NC(=O)c3ccc(Cl)cc3)cc2)s1
  -0.1	88	93	0	91	5	86	89	88	24	31
- OC(COc1ccc2c(c1)OCO2)CN1CCN(c2ccc(F)cc2)CC1 (stereo not given)
  0.1	?	?	1	?	10	?	?	?	19	-11
- Cc1sc2c(c1C)CN(Cc1ccncc1)CN2C(=O)c1ccco1
  -0.1	102	99	0	100	32	99	103	99	14	.
- COc1ccc(F)cc1S(=O)(=O)N1CCN(Cc2ccc3c(c2)OCO3)CC1
  0.7	99	95	2	99	35	99	99	96	20	13
- O=C(c1ccco1)c1nc2c(n1O)CCCCC2
  0.3	99	95	-5	98	16	100	102	100	33	-18
- CN1C(C)(C)CC(=NOC(=O)c2ccccc2)CC1(C)C
  0.6	106	107	5	103	11	99	105	101	32	.

Retrieved by compound from the entries so far:
Each structure is followed by: ABCB1 block	Cdc42 wt	Rab7 wt GTP bind	ABCG2 block	HRas wt GTP bind	Avidin bead fluor	Rac1 act GTP bind	Rac1 wt modul	Rab2A wt mod	GSH fluor	Pf gamet viab
- O=C(Nc1ccc(C(=O)O)cc1)/C(=C\c1ccc2c(c1)OCO2)NC(=O)c1ccc(Br)o1
  0.0	98	100	-2	96	11	97	102	97	10	-5
- Cc1sc2c(c1C)CN(Cc1ccncc1)CN2C(=O)c1ccco1
  -0.1	102	99	0	100	32	99	103	99	14	.
- O=C(Cc1cccc2ccccc12)N/N=C/C=C/c1cccc([N+](=O)[O-])c1
  -1.3	98	99	-10	96	22	95	98	94	11	7
- CCN(CC)C(=O)c1ccc(COc2ccccc2Cl)cc1
  0.6	99	94	5	98	12	96	99	96	27	.

By substructure, the entries above containing a thiophene ring, fused or not.
Each structure is followed by: ABCB1 block	Cdc42 wt	Rab7 wt GTP bind	ABCG2 block	HRas wt GTP bind	Avidin bead fluor	Rac1 act GTP bind	Rac1 wt modul	Rab2A wt mod	GSH fluor	Pf gamet viab
- CCn1c(SCc2ccccc2)nnc1-c1cccs1
  0.6	105	103	35	103	26	100	105	103	30	.
- COc1ccc(CCNC(=O)C2CCN(S(=O)(=O)c3cccs3)CC2)cc1OC
  0.9	97	104	5	101	6	96	102	101	11	8
- CCOC(=O)c1c(NC(=O)CCN2CCOCC2)sc(C)c1-c1ccccc1
  3.7	96	96	11	95	6	92	96	95	20	-30
- Cc1sc2c(c1C)CN(Cc1ccncc1)CN2C(=O)c1ccco1
  -0.1	102	99	0	100	32	99	103	99	14	.

Source: PubChem BioAssay (several laboratories)
